Bioassay records deposited in PubChem BioAssay by Small Molecule Screening Facility, UW Madison.
SSB-PriA inh: inhibitors of Klebsiella pneumoniae PriA binding to SSB C-terminal tail, primary screen, biochemical, AlphaScreen. PriA–SSB C-terminal tail interaction (Klebsiella pneumoniae). AlphaScreen SSBct-PriA binding, biotinylated peptide. inhibition, % at 33 µM. actives 0.6% (n = 430,000). AID 1272365, 2023; in the data active means inhibition mostly above about 37%, no sharp cut-off; inactive means mostly below about 20%;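 further: plate controls were negative control peptide for no effect and reference peptide for full effect; strong numbers were not always called active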
An asterisk follows results filed as active; & = joins results of further samples. Not all compounds are listed; rates above refer to the full screens.

SMILES	SSB-PriA inh
COc1ccc(CSCC(=O)NN=Cc2ccccc2O)cc1	-4
O=C(CSCc1ccccc1Br)NN=Cc1ccc(OCC(=O)N2CCCCC2)cc1	-21
O=C(Cc1csc(NC(=O)c2ccsc2)n1)NCCn1nc(-c2ccco2)ccc1=O	-4
Cc1cc(C(=O)Nc2ccc(-c3nc4ccccc4[nH]3)cc2)on1	2
COc1ccc(/C=C(/NC(=O)c2ccccc2)C(=O)NN=Cc2sccc2C)cc1	-1
O=C1NC(=Nc2ccccc2)SC1Cc1cccc([N+](=O)[O-])c1 (stereo not drawn)	8
Cc1cc(-c2nnc(NC(=O)CSc3ccccc3)o2)nn1C	-1&11
Cc1nc(-c2ccc(N3CCN(C(=O)NCc4ccc(F)cc4)CC3)nc2)no1	-12
Nc1c(C(=O)NCc2ccco2)nnn1-c1cccc(Cl)c1	-11
CCOc1cc2c(c([N+](=O)[O-])c1)NC(=O)CS2	4
O=C(NCC1CCN(C(=O)c2cccnc2)CC1)Nc1ccccc1C(F)(F)F	-1
O=C(NCC[C@H](O)c1ccco1)Nc1c(F)cccc1F	-19
COc1ccc(Cl)cc1S(=O)(=O)N1CC(Oc2cc(C)oc(=O)c2)C1	1
O=S(=O)(NCC[C@H](O)c1cccc2ccccc12)c1cccc(Cl)c1	-2
CN(C)c1ncc(Br)c2c1CCCN2	-12
O=C(c1ccc(OC(F)(F)F)cc1)N1CCN(c2nc(-c3ccsc3)cs2)CC1	4
COc1cccc(C(=O)N2CCN(Cc3nc(C)cs3)CC2)c1OC	-14&0
Cc1cc(C(F)(F)F)nc(CCNC(=O)C(C)(C)C)n1	-10
Cc1cncnc1N1CCN(S(=O)(=O)c2ccc(Cl)s2)CC1	-6
O=C(NCCN1CCN(c2ccccc2F)CC1)C1CCCCC1	-15&-3
Cc1nc(NCCNC(=O)c2cccc(F)c2)cc(-n2cccn2)n1	-13
O=C(c1ccco1)N1CCN(c2ccc(-c3noc(C(F)(F)F)n3)cn2)CC1	-9
CCOc1ccccc1-c1nc(CSc2nc3ccccc3c(=O)n2Cc2ccco2)c(C)o1	-13
N#Cc1nccnc1OC1CCN(C(=O)NCc2ccc3c(c2)OCO3)C1 (stereo not drawn)	-1
Cc1c([N+](=O)[O-])ccc(S(=O)(=O)NCCC2=CCCCC2)c1C	3

As entered above:
CN(C)c1ncc(Br)c2c1CCCN2 @ SSB-PriA inh = -12
CCOc1cc2c(c([N+](=O)[O-])c1)NC(=O)CS2 @ SSB-PriA inh = 4

(more compounds)
SMILES	SSB-PriA inh
Cc1oncc1C(=O)Nc1cccc(-c2csc(Nc3ccccc3F)n2)c1	-8
CN1CCC(CNS(=O)(=O)c2ccc(Br)cc2)CC1	5
CS(=O)(=O)Nc1ccc2c(c1)N(C(=O)c1ccco1)CCC2	-9
Cc1cc(OC2CN(C(=O)C(C)(C)Oc3ccc(Cl)cc3)C2)cc(=O)n1C	-5
CCCN1CCCc2cc(CCNC(=O)Cc3ccc(F)cc3)ccc21	73*
COc1cccc2cc(C(=O)N3CCC(Oc4ccc(C(F)(F)F)cn4)CC3)oc12	11
c1cc2n(c1)CCNC2c1ccncc1 (stereo not drawn)	0
O=C(NCCc1ccccc1)c1cn(-c2cccc(F)c2)nn1	-2
CCOC(=O)N1CCN(C(=O)Cc2csc(NC(=O)c3ccc[nH]c3=O)n2)CC1	6
CCN(CC)CCN(C(=O)c1cc2ccccc2oc1=O)c1nc2c(OC)ccc(Cl)c2s1	31
COCc1cc(C=NNC(=O)COc2ccccc2)ccc1OC	-4
CCCOc1ccc(-c2c(C(=O)NN=CC3CCCCC3)nnn2-c2nonc2N)cc1	-9
CS(=O)(=O)N1CC(C(=O)NCCc2cccs2)C1	-13
COC(=O)NCC(OC)c1cccc(OC)c1 (stereo not drawn)	6
CCOc1ccc(C2C(=C(O)c3ccc4c(c3)OCCO4)C(=O)C(=O)N2CCCn2ccnc2)cc1OC (stereo not drawn)	-11
O=C(NN=Cc1cccc(O)c1)C(=O)N1CCCCCC1	-7
CCOC(=O)c1csc(NC(=O)C2CCN(S(=O)(=O)c3ccc(C)cc3)CC2)n1	-10
Cc1nnc(NC(=O)Cc2csc(SCC(=O)c3ccc(F)cc3)n2)s1	10
COc1ccccc1C=Nn1c(N)c(C(=O)NC2CCCCC2)c2nc3ccccc3nc21	-28
Cc1cc(OC2CCN(C(=O)c3cccn(C)c3=O)CC2)cc(=O)n1C	-13
Cc1ccc(CC(=O)N2CCN(c3ccccc3)CC2)cc1	-6
COc1ccc(-c2csc(NC(=O)c3cccc(Cl)c3)n2)cc1C	0
COc1ccc(Cc2nnc(NN=C(C)c3ccccc3)[nH]c2=O)cc1OC	4
O=C(CC1CSc2nc3[nH]ncc3c(=O)n21)Nc1ccc(Oc2ccccc2)cc1 (stereo not drawn)	6
O=C(NC[C@@](O)(c1cccs1)C1CC1)C1c2ccccc2Oc2ccccc21	-13

Given comma-delimited: entries from further up.
canonical_smiles,SSB-PriA inh
Cc1oncc1C(=O)Nc1cccc(-c2csc(Nc3ccccc3F)n2)c1,-8
CN1CCC(CNS(=O)(=O)c2ccc(Br)cc2)CC1,5
CS(=O)(=O)Nc1ccc2c(c1)N(C(=O)c1ccco1)CCC2,-9
Cc1cc(OC2CN(C(=O)C(C)(C)Oc3ccc(Cl)cc3)C2)cc(=O)n1C,-5
CCCN1CCCc2cc(CCNC(=O)Cc3ccc(F)cc3)ccc21,73*
COc1cccc2cc(C(=O)N3CCC(Oc4ccc(C(F)(F)F)cn4)CC3)oc12,11
c1cc2n(c1)CCNC2c1ccncc1 (stereo not drawn),0
O=C(NCCc1ccccc1)c1cn(-c2cccc(F)c2)nn1,-2
CCOC(=O)N1CCN(C(=O)Cc2csc(NC(=O)c3ccc[nH]c3=O)n2)CC1,6
CCN(CC)CCN(C(=O)c1cc2ccccc2oc1=O)c1nc2c(OC)ccc(Cl)c2s1,31
COCc1cc(C=NNC(=O)COc2ccccc2)ccc1OC,-4
CCCOc1ccc(-c2c(C(=O)NN=CC3CCCCC3)nnn2-c2nonc2N)cc1,-9
CS(=O)(=O)N1CC(C(=O)NCCc2cccs2)C1,-13
COC(=O)NCC(OC)c1cccc(OC)c1 (stereo not drawn),6
CCOc1ccc(C2C(=C(O)c3ccc4c(c3)OCCO4)C(=O)C(=O)N2CCCn2ccnc2)cc1OC (stereo not drawn),-11
O=C(NN=Cc1cccc(O)c1)C(=O)N1CCCCCC1,-7
CCOC(=O)c1csc(NC(=O)C2CCN(S(=O)(=O)c3ccc(C)cc3)CC2)n1,-10
Cc1nnc(NC(=O)Cc2csc(SCC(=O)c3ccc(F)cc3)n2)s1,10

Next records.
SMILES	SSB-PriA inh
COC(=O)CN1C(c2ccccc2)=Nc2ccc(C)cc2C1c1ccccc1 (stereo not drawn)	8
N#Cc1cccnc1N1CCC(CNC(=O)c2cc(=O)c3ccccc3o2)CC1	1
Cc1cccc(CC2S/C(=C(/C#N)C(N)=O)N(c3ccc(Br)cc3)C2=O)c1 (stereo not drawn)	-14
COc1ccccc1COc1cc(NC(=O)c2cc(-c3ccc(F)cc3)nn2C)ncn1	-22
Nn1c(Cc2ccccc2)nnc1SCC(=O)Nc1cccc(F)c1	12
Cc1cc(NC(=O)c2ccc(CSc3ccccc3)o2)no1	-3
CN(C)c1nccc(CNC(=O)c2ccc3c(c2)OCO3)n1	-13
CCS(=O)(=O)N1CCCc2cc(NS(=O)(=O)Cc3ccc(F)cc3)ccc21	-15
COc1c(C)cnc(Cn2cccc(-c3nc(C)no3)c2=O)c1C	-18
COc1ccc(CCNC(=O)Nc2cc(C)ns2)cc1	0
Nc1c(C(=O)NCc2ccc3c(c2)OCO3)sc2nc(-c3cccs3)c3c(c12)CCCC3	-6&-5
CCSc1ccc(CC(=O)N(CCn2cccn2)c2nc3ccccc3s2)cc1	-10
CC(=NNC(=O)c1nnn(-c2nonc2N)c1-c1cccs1)c1ccc(O)cc1	6
O=C(COc1ccccc1F)N1CCN(C[C@H](O)C2CC2)CC1	-4
O=C(c1ccc([N+](=O)[O-])o1)N(C(=O)N1CCCCC1)c1cccc(Cl)c1	30
COc1ccc(Cl)cc1NC(=O)c1coc(NC(=O)c2ccsc2)n1	-12
COc1ccc(-n2c(=O)[nH]c3c(C(N)=O)nc(-c4ccc(F)c(F)c4)nc32)c(OC)c1	-20
COc1ccc(S(=O)(=O)Oc2cccc(C=NN=C3NC(=O)C(CC(=O)O)S3)c2)cc1 (stereo not drawn)	-10
COC(=O)c1sc2ccccc2c1NC(=O)C1CCCCC1	8
CC1CN(C)CCN1CC1CCN(C(=O)c2cccn(C)c2=O)CC1 (stereo not drawn)	-6
COc1cc(C)c(C)cc1S(=O)(=O)NCCC1CCCCN1S(=O)(=O)c1cccs1 (stereo not drawn)	-7
O=S(=O)(Cc1ccccc1)NCC1CCN(c2cnccn2)CC1	-1
CCS(=O)(=O)c1ccc(C(=O)Nc2cc(C)on2)cc1	0
COc1ccc(/C=C2\NC(=S)N(CC(=O)Nc3ccc(S(N)(=O)=O)cc3)C2=O)cc1	0
COC1CCN(S(=O)(=O)c2ccc3ccccc3c2)CC1	-21

Continuation:
SMILES	SSB-PriA inh
COc1ccccc1NS(=O)(=O)c1cccc(C(=O)NN=Cc2ccc(N3CCOCC3)cc2)c1	-9
O=C(CNc1ccc2ccccc2c1)NN=Cc1ccc([N+](=O)[O-])o1	29
O=S(=O)(c1cccnc1)N1Cc2cncnc2C1	3
COc1ccc(NC(=O)CSc2nnc(CNC(=O)c3ccc(C(C)(C)C)cc3)n2-c2ccccc2)cc1	-17
O=C(O)CCC(=NNC(=O)CNC(=O)Cc1ccccc1)c1ccccc1	2
O=C(CCc1ccc(=O)n(Cc2ccccc2)n1)Nc1nc(-c2cccnc2)cs1	-13
CCS(=O)(=O)c1ccc(CC(=O)Nc2nc(-c3nc4ccccc4s3)cs2)cc1	14
O=S(=O)(NCC#CCOc1ccc2c(c1)OCO2)c1cccnc1	-5
Cc1ccc(-n2c(=O)[nH]c3c(C(=O)NCCc4c[nH]c5ccccc45)cn(C)c3c2=O)cc1	-12
C=CCN1C(=O)C(C)(C)COc2cc(NS(C)(=O)=O)ccc21	-3
CC(C)CS(=O)(=O)Nc1ccc2c(c1)N(C(=O)C(C)(C)C)CC2	3
CCOc1ccc(CC(=O)NCC2CCN(Cc3cccs3)CC2)cc1	-3&-1
CCc1cc2c(SCC(=O)c3ccc(F)cc3)ncnc2s1	-14
CCOC(=O)Nc1nc(CC(=O)Nc2ccccc2C(N)=O)cs1	-10
C=C(Br)Cn1c(COc2ccccc2)nc2ccccc21	-57
Clc1cccc(-c2ccc(C=Nn3cnnc3)o2)c1Cl	-4
O=C(Nc1cnn(C2CCOC2)c1)c1cc(-c2ccc(F)cc2)n[nH]1 (stereo not drawn)	-9
O=C1CCc2cc(S(=O)(=O)NCC3(Sc4ccccc4)CCOCC3)cc3c2N1CC3	3
CC(C)(C)n1ncc2c(=O)n(CCC(=O)N3CCN(c4ccccc4Cl)CC3)cnc21	-11&1
Cc1cc(NC(=O)c2ccc(N3CCCC3)nn2)n(-c2ccccc2)n1	-27
COc1ccc(N2CC(C(=O)Nn3cnc4c(cnn4-c4ccc(C)cc4)c3=O)CC2=O)cc1 (stereo not drawn)	9
COc1ccc(C(C)=NN=C(N)N)c(OC)c1	1
Cn1nccc1C(=O)Nc1nc2c(Cl)c(Cl)ccc2s1	-5
CC(=O)Nc1ccc2c(c1)oc1ccccc12	-9
O=C1c2ccccc2-c2ccc(Br)c3cccc1c23	3

Additional structures
SMILES	SSB-PriA inh
Cc1ccc(-c2csc(NC(=O)c3cccs3)n2)cc1C	-9
O=C(Nc1ncc(Cc2ccc(F)cc2)s1)c1ccccc1	3
Cn1cccc(C(=O)NCCn2nc(-c3cccs3)cc2C2CC2)c1=O	-30
O=C(Nc1ccc2c(c1)N(C(=O)C1CCCC1)CC2)c1ccc2c(c1)OCO2	-8&6
COc1cccc(C(=O)Nc2nnc(-c3ccc(Br)s3)o2)c1OC	-9&7
O=C(NCc1ccccc1)C(=O)Nc1cccc(N2CCCS2(=O)=O)c1	-7
Nc1nnnn1N=Cc1cc(Br)ccc1O	24
CCn1c(SCC(=O)Nc2ccc(OC)c(Cl)c2)nc2c(-c3ccccc3)c[nH]c2c1=O	-12
Cc1onc(-c2ccccc2Cl)c1C(=O)N1CCC[C@H](Cc2nc(C3CC3)no2)C1	-11
COc1ccc(N2C(=O)CN(CCc3cccs3)C3CS(=O)(=O)CC32)cc1 (stereo not drawn)	0
O=C(C[C@H]1C/C=C/CC[C@H](Cc2ccc(F)cc2)C(=O)OC[C@H]2CCCN2C1=O)N[C@@H](CO)Cc1ccccc1	-21
O=C1NCCOc2ccc(NC(=O)c3ccccc3C(F)(F)F)cc21	-1
Nc1nsc(-c2ccc(F)cc2)n1	-11
COC(=O)c1ccc2c(c1)sc(=NC(=O)c1ccnn1C)n2CCSC	-7
CCOc1ccc(-c2onc(C(F)(F)F)c2-c2ccc(OC)c(OC)c2)c(O)c1	2
O=C(NCC[C@H](O)c1cc2ccccc2o1)Nc1cccs1	11
Cc1noc(-c2cccn3c(CNC(=O)Cn4cccc4)nnc23)n1	-1
CSc1ccccc1C(=O)Nc1sc2c(c1C#N)CCCCC2	-37
O=C(C1CCCC1)N1CCCC(c2nnc(-c3cccs3)o2)C1 (stereo not drawn)	1
O=C(Nc1ccc(Br)cc1C(=O)c1ccccc1Cl)c1ccno1	6
Cc1cc(C)c(C)c(S(=O)(=O)Nc2ccc(C(=O)N3CC(C)OC(C)C3)cc2)c1C (stereo not drawn)	-12&-6
COc1ccc(C=NNC(=O)c2ccccc2[N+](=O)[O-])cc1CN1CCc2cc(OC)c(OC)cc2C1C (stereo not drawn)	24
CN(C)c1cc(N2CCN(C(=O)Nc3ccc(F)c(Cl)c3)CC2)cnn1	-14
Cc1cccc(NC(=O)C(=O)NCCC2=CCCCC2)c1	-18
CC(Cc1ccoc1)NC(=O)c1cn(C)nn1 (stereo not drawn)	1
CCOCCCn1c(C)cn2c3c(=O)n(Cc4c(F)cccc4Cl)c(=O)n(C)c3nc12	14
Cc1cc(NC(=O)COc2ccccc2F)n(-c2nc3c(cnn3-c3cccc(C)c3C)c(=O)[nH]2)n1	43*
COc1ccc(Cl)cc1S(=O)(=O)Nc1ccc2c(c1)N(C(=O)C1CCCO1)CC2 (stereo not drawn)	-7&-4
O=C(NCc1cc(-c2ccc3c(c2)OCO3)on1)c1ccccc1Cl	-5
